Assay outcomes (PubChem)
SMARCA2 act – activators of SMARCA2 function; MG213 cells, MMTV-luciferase reporter, dexamethasone, overnight; activation, % at 9.1 µM; hit rate 1% among 370,000; in the data active = activation above about 7.8%;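 note: 0% = vehicle wells and 100% = reference activator wells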
NPR1 activator – GC-A (human) enzyme activation; activation, % at 10 µM; hit rate 0.14% among 370,000; HEK293 GC-A cells, cGMP TR-FRET, EC30 ANP; 0% at EC30 ANP, 100% saturating ANP; P16066; in the data active = activation above about 40%
ADAM10 inh – inhibits human ADAM10. hit rate 0.62% among 370,000. O14672. recombinant ADAM10, EDANS/DABCYL FRET peptide cleavage, 3 h. AID 720582. inhibition, % at 7 µM;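 active = inhibition above a per-campaign cutoff equal to the mean of compounds falling between control-based bounds plus 3 SD, cut at about 20% in these data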;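 note: 0% = DMSO wells while the 100% control is not disclosed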
Target sequence (O14672 214-748 limits assumed): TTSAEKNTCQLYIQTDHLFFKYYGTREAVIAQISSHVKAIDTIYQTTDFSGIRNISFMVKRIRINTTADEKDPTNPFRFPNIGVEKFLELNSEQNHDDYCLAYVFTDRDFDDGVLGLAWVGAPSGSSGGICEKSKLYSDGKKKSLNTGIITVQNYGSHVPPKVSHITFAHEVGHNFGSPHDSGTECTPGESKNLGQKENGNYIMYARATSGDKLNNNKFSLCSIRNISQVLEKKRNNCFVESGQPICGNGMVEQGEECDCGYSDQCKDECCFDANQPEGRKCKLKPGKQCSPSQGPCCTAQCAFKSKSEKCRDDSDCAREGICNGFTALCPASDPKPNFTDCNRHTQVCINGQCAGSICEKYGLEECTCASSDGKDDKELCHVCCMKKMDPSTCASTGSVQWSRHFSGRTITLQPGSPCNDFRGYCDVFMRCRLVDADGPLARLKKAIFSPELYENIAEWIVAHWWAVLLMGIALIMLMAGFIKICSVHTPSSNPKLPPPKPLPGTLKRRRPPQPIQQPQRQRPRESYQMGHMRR
DAX1 inh-1 – DAX1 (NR0B1) inhibition, primary screen. HEK293T StAR-luciferase reporter, SF-1/DAX-1 repression relief. inhibition, % at 6.8 µM. hit rate 1.1% among 370,000. AID 652010;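 active = inhibition above the mean over all tested compounds plus 3 SD, cut at about 3.6% in these data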;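 note: 0% = DAX-1 cells with DMSO and 100% = cells lacking DAX-1 with DMSO; higher inhibition means more luminescence from relief of DAX-1 repression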
sPLA2-III inh – Blocks human group III sPLA2 activity; Q9NZ20; QFRET BODIPY PC-A2 liposome hydrolysis, fluorescence; inhibition, % at 12.2 µM; hit rate 0.56% among 370,000;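 active = inhibition above mean plus 3 SD of compounds lying within the high and low control bounds, cut at about 19% in these data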;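 note: 0% = median of test compound wells and 100% = no enzyme DMSO wells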
Target sequence (Q9NZ20 whole entry, looked up): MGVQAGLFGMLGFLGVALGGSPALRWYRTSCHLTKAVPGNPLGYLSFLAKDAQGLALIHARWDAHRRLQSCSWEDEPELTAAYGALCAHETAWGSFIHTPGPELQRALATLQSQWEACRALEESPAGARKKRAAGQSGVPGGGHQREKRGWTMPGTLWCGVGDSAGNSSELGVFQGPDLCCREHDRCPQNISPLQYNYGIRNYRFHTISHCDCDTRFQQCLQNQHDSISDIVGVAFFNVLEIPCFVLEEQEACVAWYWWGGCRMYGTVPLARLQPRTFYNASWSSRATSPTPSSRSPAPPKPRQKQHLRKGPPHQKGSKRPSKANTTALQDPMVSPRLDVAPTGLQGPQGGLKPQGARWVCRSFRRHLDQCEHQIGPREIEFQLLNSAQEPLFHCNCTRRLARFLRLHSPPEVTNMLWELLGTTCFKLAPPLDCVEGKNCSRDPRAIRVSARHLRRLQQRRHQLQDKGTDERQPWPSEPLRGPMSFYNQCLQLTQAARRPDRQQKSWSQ
NPR2 activator – GC-B (human) receptor activation. P20594. HEK293-GC-B cells, CNP EC30, cGMP TR-FRET; 0% at EC30 CNP, 100% saturating CNP. activation, % at 10 µM. hit rate 0.11% among 370,000. AID 1920062;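 active = activation at 10 µM reaching about 35% in either raw or pattern-adjusted values, limit read from the data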
DAX1 inh-2 – inhibitors of human orphan nuclear receptor DAX1 (NR0B1) | AID 504766 | inhibition, % at 6.75 µM | HEK293 Gal4-DAX1 luciferase reporter, luminescence | hit rate 0.99% among 340,000;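 active = inhibition above the mean over all tested compounds plus 3 SD, cut at about 4.2% in these data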;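 note: 0% = DAX1-transfected cells with DMSO and 100% = empty-vector control cells with DMSO; inhibition shows as a rise in luminescence from relieved DAX1 repression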
hgDAF12 agonist – agonists of H. glycines DAF-12 nuclear receptor; HEK293 GAL4-hgDAF12 UAS-luciferase reporter, agonist luminescence; normalized to butyrate control; activation, % at 6.8 µM; hit rate 1.8% among 370,000; AID 687014;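 active = activation above a cutoff set at the mean of all screened compounds plus 3 SD, cut at about 10% in these data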;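 note: 0% = DMSO wells and 100% = sodium butyrate wells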
ssDAF12 agonist – activators of S. stercoralis DAF-12 nuclear receptor; HEK293 ssDAF-12/GRIP1 lit1-tk-luc reporter, luminescence; % of 3 µM dafachronic acid response; activation, % at 6.8 µM; hit rate 1% among 370,000; AID 652126;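 active = activation above the mean over all tested compounds plus 3 SD, cut at about 0.9% in these data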;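 note: 0% = DMSO-only wells and 100% = 3 µM delta7-dafachronic acid wells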
FXN GAA850 act – increases GAA850 frataxin promoter reporter activity; HEK293 lucGAA850 FXN promoter luciferase reporter, 24 h; percent of 10 µM SAHA response; hit rate 0.56% among 360,000; activation, % at 6 µM; AID 540364;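 active = activation above the average of all compounds screened plus 3 SD, cutoff fixed separately per campaign, cut at about 7.5% in these data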;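 note: 0% = DMSO wells and 100% = 10 µM SAHA wells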
hcDAF12 agonist – H. contortus DAF-12 activation, primary screen. HEK293 hcDAF-12 lit1-tk-luc reporter, luminescence; 0% DMSO, 100% Δ7-dafachronic acid. activation, % at 6.8 µM. hit rate 1.4% among 370,000. AID 652067;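 active = activation above the mean of all tested compounds plus 3 SD, cut at about 5.5% in these data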;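 note: 100% = response to 3 µM Δ7-dafachronic acid high control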
* hit, by the source's call; i = inactive; x = not tested or not shown.

A first look, 3 compounds:
SMILES | SMARCA2 act | NPR1 activator | ADAM10 inh | DAX1 inh-1 | sPLA2-III inh | NPR2 activator | DAX1 inh-2 | hgDAF12 agonist | ssDAF12 agonist | FXN GAA850 act | hcDAF12 agonist
C=CCn1c(CSCc2ccc(Cl)cc2)nnc1SCC(=O)NCc1ccccc1 | 0 | -4 | 10 | -0.7 | -17 | -10 | -0.1 | 2.5 | -0.9 | -3.9 | -2.2
CC(C)CC1NC(=O)N(CC(=O)Nc2ccc(-c3ccccc3)cc2)C1=O (configuration not stated) | -2 | 8 | 3 | 1.2 | -18 | 1 | -0.8 | 1.7 | -1.2 | 0.7 | 0.2
Cc1cc(Nc2cccc(F)c2)n2ncnc2n1 | 3 | 1 | 1 | 2.4 | 1 | 4 | 0.1 | 1.9 | -1.0 | -0.3 | 0.3

The list itself, from the first entry:
SMILES | SMARCA2 act | NPR1 activator | ADAM10 inh | DAX1 inh-1 | sPLA2-III inh | NPR2 activator | DAX1 inh-2 | hgDAF12 agonist | ssDAF12 agonist | FXN GAA850 act | hcDAF12 agonist
C=CCn1c(CSCc2ccc(Cl)cc2)nnc1SCC(=O)NCc1ccccc1 | 0 | -4 | 10 | -0.7 | -17 | -10 | -0.1 | 2.5 | -0.9 | -3.9 | -2.2
CC(C)CC1NC(=O)N(CC(=O)Nc2ccc(-c3ccccc3)cc2)C1=O (configuration not stated) | -2 | 8 | 3 | 1.2 | -18 | 1 | -0.8 | 1.7 | -1.2 | 0.7 | 0.2
Cc1cc(Nc2cccc(F)c2)n2ncnc2n1 | 3 | 1 | 1 | 2.4 | 1 | 4 | 0.1 | 1.9 | -1.0 | -0.3 | 0.3
CCCCCCCCN1C(=O)[C@H](CC(=O)N2CCCC2)C[C@@]2(C(=O)OC)CC(C)(C)CC=C12 | -1 | 2 | -1 | -0.7 | -1 | 5 | x | -2.3 | -1.4 | x | -1.8
O=C(CSc1nnc(CNC(=O)c2ccc(F)cc2)o1)NCCc1ccccc1 | 3 | 1 | -17 | -0.6 | -6 | -1 | -0.3 | -1.4 | -0.4 | -0.6 | -1.2
COc1ccc(C2=CC3=C(Br)C(=O)C(C)(OC(=O)c4cccs4)C(=O)C3=CO2)cc1 (configuration not stated) | 2 | -8 | -9 | 0.5 | -17 | -11 | -1.2 | 0.0 | -0.8 | 1.5 | -0.2
O=C(/C=C/c1ccc([N+](=O)[O-])cc1)NCCc1ccc(F)cc1 | 0 | 2 | 6 | -0.3 | 1 | 2 | 0.6 | -1.1 | -1.6 | 0.9 | -1.2
CC(=O)n1cc(/C=N/NC(=O)c2ccccc2O)c2ccccc21 | 3 | 0 | -28 | 0.3 | -5 | -4 | 5.0* | 4.5 | -0.2 | 0.6 | 2.1
CCOc1cc(C(=O)N(C)Cc2cc3cc(OC)ccc3[nH]c2=O)cc(OCC)c1OCC | -2 | 2 | -88 | 1.2 | -6 | 5 | -1.1 | -0.9 | -1.5 | -0.7 | -1.8
CCO[C@@H]1OC(C(=O)N2CCCCCCC2)=C[C@H](c2csc3ccccc23)[C@H]1CCCO | 1 | -5 | 9 | 0.0 | -9 | -1 | -1.4 | -0.3 | -1.3 | -0.2 | -1.2
CCS(=O)(=O)N1CCCC(C(=O)NCc2cccnc2)C1 (configuration not stated) | 1 | -2 | 4 | -0.1 | 1 | -1 | 2.6 | -0.3 | -1.4 | 4.9 | 0.8
CCc1nnc(NC(=O)c2c(O)c3c([nH]c2=O)CCCC3)s1 | -1 | 1 | -2 | -0.2 | 2 | -4 | 4.1 | 2.3 | -1.0 | -3.2 | -0.6
CC(C)Nc1ncnc2c1ncn2[C@H]1CN(Cc2cccs2)C[C@@H](CO)O1 | -2 | 2 | -8 | 0.2 | 9 | 3 | x | -0.6 | -0.7 | -0.1 | -0.4
O=C(NCCc1cccs1)C1CC(c2cccc(F)c2)=NO1 (configuration not stated) | -1 | 0 | 2 | -0.3 | 4 | 3 | -0.6 | 0.6 | -1.1 | 0.5 | -1.2
CCN(CC(=O)Nc1ccc(NC(C)=O)cc1)C(=O)c1oc2ccccc2c1C | -3 | 3 | -7 | 1.1 | 1 | 0 | -1.1 | -0.9 | -1.4 | 2.7 | -0.7
CC(C)N(CC(=O)Nc1ccc(Cl)cc1C(F)(F)F)C(=O)CCl | -8 | 3 | -3 | -2.8 | 8 | 5 | -3.6 | -2.2 | -1.5 | -13 | -3.1
O=C1CC(C(=O)N(c2cccc(F)c2)C(C(=O)NC2CCCC2)c2ccccn2)CS1 (configuration not stated) | -2 | -4 | -7 | 0.9 | 0 | -4 | 0.4 | -1.2 | -0.8 | 1.4 | -0.4
O=C(O)C1CCN(S(=O)(=O)c2ccc(Oc3ccccc3)cc2)CC1 | -2 | 4 | 9 | 0.2 | -1 | 4 | 1.2 | -0.9 | -0.8 | -0.1 | 1.0
CCOc1ccc(NS(=O)(=O)c2cc(OCC(N)=O)c(C)cc2Cl)cc1 | -3 | -3 | -4 | 0.4 | -9 | 1 | -0.2 | -2.1 | -0.6 | 1.3 | -2.7
Cc1cccc(OCCn2ccnc2)c1C | -2 | -4 | -8 | -0.5 | -6 | -3 | 1.6 | -1.6 | -1.5 | 0.6 | -0.6

Some of these compounds in order of their number in sPLA2-III inh, rising:
smiles | sPLA2-III inh
O=C(O)C1CCN(S(=O)(=O)c2ccc(Oc3ccccc3)cc2)CC1 | -1
O=C1CC(C(=O)N(c2cccc(F)c2)C(C(=O)NC2CCCC2)c2ccccn2)CS1 (configuration not stated) | 0
CCN(CC(=O)Nc1ccc(NC(C)=O)cc1)C(=O)c1oc2ccccc2c1C | 1

More records
SMILES | SMARCA2 act | NPR1 activator | ADAM10 inh | DAX1 inh-1 | sPLA2-III inh | NPR2 activator | DAX1 inh-2 | hgDAF12 agonist | ssDAF12 agonist | FXN GAA850 act | hcDAF12 agonist
Cc1ccc(F)cc1NC(=O)N1CCN(c2ccnc3cc(Cl)ccc23)CC1 | -3 | -8 | -7 | -1.1 | 5 | -1 | -3.4 | -2.3 | -1.3 | -0.7 | -3.1
CCC1CCc2sc(C(=O)NNC(=S)NCC3CCCO3)cc2C1 (configuration not stated) | -3 | -1 | -40 | -0.2 | -8 | 1 | 0.7 | 2.8 | -0.9 | 1.9 | -0.7
CC1CN(C(=O)c2ccccc2)C(=Nc2cccc(S(=O)(=O)N(C)C)c2)S1 (configuration not stated) | -1 | 1 | -3 | -0.2 | 1 | -1 | -2.1 | -0.1 | -0.7 | -4.2 | 2.8
CCOC(=O)CNC(=O)CSc1nc(Cc2ccccc2)nc2ccccc12 | 0 | -3 | -2 | -0.8 | 12 | 3 | 0.1 | -1.2 | -1.6 | -2.3 | -2.1
C=C(C)[C@@H]1CC[C@]2(C(=O)O)CC[C@]3(C)[C@H](CC[C@@H]4[C@@]5(C)CC[C@H](O)C(C)(C)[C@@H]5CC[C@]43C)[C@@H]12 | -6 | -13 | -6 | -0.4 | 11 | -3 | -0.4 | 4.6 | -1.5 | -1.3 | 1.9
CCN(CC)CCn1c2c(c(SCC(=O)NCc3ccccc3)nc1=O)CCC2 | 0 | 5 | -4 | 1.5 | 1 | 4 | -0.5 | 1.7 | 0.2 | 1.5 | -2.5
COC(=O)C1CN(Cc2ccc(OC)cc2)CCS(=O)(=O)N1Cc1cn(Cc2ccccc2)nn1 (configuration not stated) | -1 | -3 | -4 | -0.5 | -3 | -4 | x | 0.7 | -2.1 | x | 2.3
Cc1cc(=O)oc2cc(O[C@@H]3O[C@H](CO)[C@H](O)[C@H](O)[C@H]3O)ccc12 | 4 | 0 | -15 | 0.1 | -2 | 3 | 0.6 | -2.4 | -0.9 | -0.3 | 1.1
Cc1cc(C)c(NC(=O)c2ccc(CNS(=O)(=O)c3cc(C(F)(F)F)ccc3Cl)cc2)c(C)c1 | -3 | -2 | 17 | 0.3 | -31 | 2 | -0.3 | -1.8 | -1.1 | -1.7 | 2.4
Cc1ccc(S(=O)(=O)NCC(=O)N(CC(=O)NCc2ccco2)Cc2ccco2)cc1 | 4 | -4 | -1 | 0.2 | -1 | 5 | 0.7 | -1.4 | -0.9 | -1.1 | -1.1
Cc1cc(NCCN2CCOCC2)n2c(nc3ccccc32)c1C#N | -2 | 6 | i | -1.3 | 3 | 1 | -0.2 | -0.5 | -0.8 | 0.8 | 0.4
CC(=O)Nc1ccc(NC(=O)c2ccccc2-n2cnnn2)cc1 | -2 | 1 | -16 | 0.5 | 3 | 1 | 1.1 | -0.1 | -1.0 | 0.2 | 3.0
c1ccc2c(c1)COC(CN1CCCCC1)OC2 | 3 | 3 | -1 | 0.4 | 7 | 10 | 3.7 | 1.3 | -0.1 | -0.8 | -0.6
O=C(NCc1cccc(C(F)(F)F)c1)C1C(=O)Nc2ccccc2C(=O)N1C1CCCC1 (configuration not stated) | -1 | -1 | -35 | 0.4 | 0 | 3 | x | -0.8 | -1.1 | x | -0.1
O=C1COc2ccc(NC(=O)N3CCN(c4ccc(F)cc4)CC3)cc2N1 | 6 | -2 | -2 | 0.1 | 7 | -10 | 1.7 | -0.1 | -1.1 | -1.3 | -1.5
COc1ccccc1NC(=O)N(C)C[C@@H]1OCc2ccccc2-c2c(n(C)c3ccccc23)C(=O)N([C@H](C)CO)C[C@@H]1C | -3 | -6 | 8 | -0.3 | -26 | -7 | -0.6 | 2.4 | 0.2 | 1.4 | -0.6
CCn1cc(S(=O)(=O)NCc2ccc3c(c2)OCO3)cn1 | 4 | 3 | -13 | -0.8 | 0 | 2 | -0.9 | 1.1 | -0.6 | 2.2 | -1.3
O=c1[nH]c(=O)n(C2CC(O)C(CO)O2)cc1I (configuration not stated) | -5 | -2 | -16 | 13* | 10 | 3 | 4.2 | 15* | -0.9 | 5.1 | 4.2
CCc1cc2c(=O)c(-c3nc4ccccc4n3C)coc2c(CN2CCN(C)CC2)c1O | -4 | 3 | -146 | -0.9 | -17 | 0 | -1.9 | 4.1 | -1.6 | 0.9 | 2.3
CCN(CC)S(=O)(=O)c1ccc(-c2cn3cc(Cl)ccc3n2)cc1 | 4 | 8 | -109 | -0.9 | -2 | 9 | -0.9 | 4.7 | -0.3 | -0.4 | -1.5
NC(=O)c1nsc(C(=O)N(c2ccc(F)cc2)C(C(=O)NCC2CCCO2)c2ccc3ncccc3c2)c1N (configuration not stated) | -1 | -52 | -472 | -0.2 | -7 | -14 | -0.7 | -0.9 | -1.4 | -2.0 | -0.3
Cc1ccc(S(=O)(=O)N2CCN(C(=O)CSc3nc4ccccc4o3)C2)cc1 | -1 | 1 | 5 | 0.0 | 0 | -6 | 0.2 | -1.0 | -1.1 | -0.1 | -1.1
CCOCCOC(=O)C1=C(C)N(C)C(=O)NC1c1ccccc1F (configuration not stated) | 0 | 0 | -6 | 0.7 | 5 | 6 | 0.2 | 1.4 | -2.4 | -1.5 | -1.2
O=C(CC1c2ccccc2Oc2ccccc21)Nc1ccccc1C(F)(F)F | -3 | -10 | -3 | -0.1 | 0 | -5 | -0.1 | 2.5 | -1.5 | 0.8 | -0.8
NS(=O)(=O)c1ccc(NC(=O)/C(=C/c2ccncc2)NC(=O)c2ccccc2)cc1 | -1 | -1 | 4 | 0.2 | 11 | 6 | -0.7 | 1.2 | -1.0 | -0.1 | -0.1
